# Assay outcomes deposited in PubChem by The Scripps Research Institute Molecular Screening Center.
# SRC1 TRFRET art = flags TR-FRET format artefacts in PPARgamma SRC-1 recruitment agonist screen; actives 0.34% (n = 99,000); TR-FRET detection artefact counter-screen, emission ratio; active compounds read high; TR-FRET ratio at 8 µM; in the data active = TR-FRET ratio above about 2300; also: inactives centre near 1800; reference of the scale not given here
# SRC3 TRFRET art = TR-FRET artefact, counter-screen to PPARgamma/SRC-3 agonist assay | TR-FRET ratio at 8 µM | actives 0.39% (n = 99,000) | PPARgamma/SRC-3 format; active compounds read high; in the data active = TR-FRET ratio above about 2000; also: inactives centre near 1600; reference of the scale not given here
# * = called active by the depositor.
smiles,SRC1 TRFRET art,SRC3 TRFRET art
O=C(CN1C(=O)CC(c2ccccc2)S(=O)(=O)c2ccccc21)N1CCCC1 (stereo unspecified),1682,1587
CCOC(=O)C1CCN(C(=O)C(C)c2ccc([N+](=O)[O-])cc2)CC1 (stereo unspecified),2263,1635
Cn1cnnc1Sc1ccc(/C=C/C(=O)c2ccc(O)cc2)cc1[N+](=O)[O-],1759,1553
COc1ccc(OCC(O)CNC(=O)c2ccc(OC)cc2)cc1 (stereo unspecified),1773,1597
Cc1ccc2[nH]nc(C(=O)N3CCCC(C(=O)c4ccc(Cl)cc4)C3)c2c1 (stereo unspecified),1802,1652
COc1cccc(-c2ccc(SCC(=O)N3CCN(c4ccccc4)CC3)nn2)c1,1945,1473
C=CCNC(=S)Nc1ccc(Br)cc1F,1761,1464
COc1cc(NC(=O)c2cccc3c2C(=O)N(Cc2cccnc2)C3)cc(OC)c1OC,1587,1370
CCC(NC(=O)CCCc1ccccc1)c1ccccc1 (stereo unspecified),1705,1753
Cc1ccc(/C(N)=N/OC(=O)c2cccs2)cc1,2030,1598
Cc1ccc(CS(=O)(=O)c2ncn[nH]2)cc1,2113,1715
CCCNC(=O)COC(=O)c1ccc(N2CCCC2)c([N+](=O)[O-])c1,1745,1551
COC(=O)c1ccc(N=Cc2c(C(F)(F)F)[nH][nH]c2=O)cc1,1725,1625
COc1ccccc1NC(=O)NCC(=O)Nc1c(C)cccc1C,1706,1441
CCCC(=O)n1nc(-c2ccco2)nc1SCc1ccccc1,1816,1654
CCc1ccc(-n2c(=O)c3c(C)c(C(=O)N(C)C)sc3n(CC(=O)NCC3CCCO3)c2=O)cc1 (stereo unspecified),1914,1655
Cc1ccccc1OCCSc1nc(N(C)C)nc(N(C)C)n1,1676,1645
Cn1cc(Cl)c(-c2n[nH]c(=S)n2C2CCCCC2)n1,1906,1424
Cc1cccnc1NC(=O)CSc1nnc(COc2ccc(C(C)C)cc2)n1C,1731,1415
O=C(Cc1ccc(-c2ccccc2)cc1)NCc1cccnc1,1609,1471

# Further results
smiles,SRC1 TRFRET art,SRC3 TRFRET art
O=C(NC(=S)Nc1cccc(NC(=O)c2ccccc2Cl)c1)c1cccs1,1578,1592
CCOc1cc(C2C3=C(CCCC3=O)N(CCC(=O)O)C3=C2C(=O)CCC3)ccc1OS(=O)(=O)c1ccc(C)cc1,1763,1604
CCn1c2ccccc2c2cc(NC(=O)CC(C)=O)ccc21,1579,1713
COC(=O)c1cc(NC(=O)CSC2=NCCS2)cc(C(=O)OC)c1,2004,1582
COc1ccc(OC)c(CC(NC(C)=O)C(=O)NC2CCN(c3nc(OC)nc(OC)n3)CC2)c1 (stereo unspecified),1947,1594
NC(=O)c1ccc[n+](Cc2cccc3ccccc23)c1,1858,1648
COC(=O)COc1cccc(NC(=O)c2cc(OC)cc(OC)c2)c1,1911,1777
Cc1ccc(CN2C(=O)CNC2=S)cc1,1760,1558
COc1ccc(N(CC(=O)Nc2ccc(S(=O)(=O)N3CCCC3)cc2)S(C)(=O)=O)cc1OC,2032,1555
COc1ccc(S(N)(=O)=O)cc1C(=O)NCCCN1CCN(c2ccccc2OC)CC1,1516,1284
CC(Sc1nnc(-c2ccccc2)c(-c2ccccc2)n1)C(=O)N1CCc2ccccc21 (stereo unspecified),1550,1445
CCOC(=O)c1cnc2c(cnn2C)c1Cl,2039,1672
Clc1ccccc1CN1CCN(/N=C/C=C\c2ccco2)CC1,1803,1496
O=c1cc(O)c2c(=O)n(-c3ccccc3)c3c(c2o1)CCCCCC3,1457,1563
Cc1cc(C)cc(OCC(=O)N/N=C/c2ccco2)c1,1780,1741
COc1ccc(CCNc2ncnc3cc(OC)c(OC)cc23)cc1OC,1763,1466
Cc1ccc(N2C(=O)CC(N(O)C3CC(=O)N(c4ccc(C)cc4)C3=O)C2=O)cc1 (stereo unspecified),1857,1538
Cc1ccc(C(=O)N/C(=C/c2cccc([N+](=O)[O-])c2)C(=O)NCC2CCCO2)cc1 (stereo unspecified),1814,1697
NS(=O)(=O)c1ccc(NC(=O)COC(=O)c2ccco2)cc1,1875,1629
O=C(/C=C/Nc1ccc(S(=O)(=O)Nc2ncccn2)cc1)c1ccc(Cl)c(Cl)c1,2024,1769

# Next part.
smiles,SRC1 TRFRET art,SRC3 TRFRET art
O=c1c2ccc(Cl)cc2[nH]c(=S)n1CCCN1CCOCC1,1728,1710
COc1ccc(CC(=O)Nc2cccc(SC)c2)cc1,1691,1417
CCOc1ccc(C(C)NC(=S)NC2CCCCC2)cc1OCC (stereo unspecified),1918,1489
COc1ccc(NC(=O)CSc2nnc(Cn3cnc4ccccc43)o2)cc1,1935,1579
O=C(O)CC1C(=O)NCCN1Cc1cccs1 (stereo unspecified),1838,1547
O=C(CC12CC3CC(CC(C3)C1)C2)NCC(c1ccc(F)cc1)N1CCOCC1 (stereo unspecified),1768,1501
CN(Cc1ccsc1)C(=O)CCc1nnc(CCCc2ccccc2)o1,1652,1576
Cc1cccc(N(CC(=O)Nc2ccccc2-c2ccccc2)S(=O)(=O)c2ccccc2)c1C,1672,1396
O=C(CSc1c2c(nc3cc(Cl)ccc13)CCCC2)NCCCN1CCOCC1,2212,2060*
NS(=O)(=O)c1ccc(NC(=S)NCc2ccc3c(c2)OCO3)cc1,1703,1520
c1ccc(N2CCN(c3nc4ccccc4[nH]3)CC2)nc1,1462,1486
Cc1nnc(SCc2nnc(-c3cccs3)o2)n1Cc1ccccc1,1715,1487
COc1cc(C(=O)OCC(=O)N2CCCCC2C)cc(NC(=O)c2cccs2)c1OC (stereo unspecified),1748,1487
Cc1c(NP(=O)(c2ccc(Br)cc2)c2ccc(Br)cc2)c(=O)n(-c2ccccc2)n1C,1738,1762
COc1cc(Cl)cc(C2NC(=S)NC(c3ccccc3)=C2C(C)=O)c1OCC(=O)O (stereo unspecified),1936,1644
CCc1cccc(NC(=O)CCNS(=O)(=O)c2cccc3nonc23)c1,1567,1566
CCOC(=O)C1(CC2CC2)CCN(C(=O)c2cc(OC)nc3ccccc23)CC1,1749,1569
COc1cc(OC)cc(C(=O)NCC(=O)OCc2nc3ccccc3s2)c1,1953,1425
Cc1cc(C)nc(OC(=O)c2ccc(Cl)cc2Cl)n1,2084,1626
Cc1coc2c(O)cc3c(c12)OC1(N2CCCCC2)C(=O)NCCCC31 (stereo unspecified),1827,1648

# The listing continues.
smiles,SRC1 TRFRET art,SRC3 TRFRET art
CC/C(=N/NC(=O)c1ccccc1)c1ccc(OCCN2CCOCC2)cc1,1983,1785
COc1ccc(NC(=S)Nc2ccc(OCc3ccccc3)cc2)c(OC)c1,1741,1386
CC(Sc1nnc(-c2cccnc2)n1-c1ccccc1F)C(=O)N1CCCc2ccccc21 (stereo unspecified),1781,1330
Cc1noc(C)c1COC(=O)[C@@H](NC(=O)c1ccccc1Cl)C(C)C,1902,1369
CC(=O)c1c(C)nc2ccc(Br)cc2c1-c1ccccc1,1650,1812
COc1ccc(-c2noc(CNC(=O)Nc3ccc(F)cc3)n2)cc1,1796,1597
O=C(CNc1cccc(C(F)(F)F)c1)N/N=C/C1CCCCC1,1886,1555
CC(=O)NC(Nc1c(C)n(C)n(-c2ccccc2)c1=O)C(Cl)(Cl)Cl (stereo unspecified),1801,1720
Cc1cccc2nc(CSc3nc4ccccc4[nH]3)cn12,1525,1367
COC(=O)Cc1sc(-c2ccccn2)nc1-c1ccccc1,1782,1719
COC(=O)CNC(=O)c1nn(-c2cccc(OC)c2)c(=O)c2ccccc12,1569,1578
O=C(Nc1ccccc1)C1=C[C@H](c2ccc3c(c2)OCO3)C[C@H](OCCCCO)O1,1915,1818
CCNCc1ccc(OCc2ccccc2F)c(OC)c1,1896,1710
COc1cc2c(=O)n(CC3CCCO3)c(=O)n(CC(=O)Nc3ccc(F)cc3F)c2cc1OC (stereo unspecified),1959,1552
COc1ccccc1CNC(=O)c1ccc(Br)o1,1794,1509
COc1cccc(C2c3c(oc4ccc(F)cc4c3=O)C(=O)N2CCCN2CCOCC2)c1 (stereo unspecified),1712,1509
C(=N\N=C\c1cccs1)/c1cccs1,1859,1523
CN(C)S(=O)(=O)c1ccc(N2CCCC2)c(C(=O)Nc2nc(-c3cc(F)ccc3F)cs2)c1,1689,1602
O=C(Cc1cccs1)NNC(=S)NC(=O)c1ccco1,1925,1585
O=C(Cn1ncc(N2CCCC2)c(Br)c1=O)c1ccc(Cl)cc1,1882,1687

# Entries of single compounds as entered above:
# O=c1c2ccc(Cl)cc2[nH]c(=S)n1CCCN1CCOCC1 is listed with SRC1 TRFRET art: 1728; SRC3 TRFRET art: 1710
# COc1ccc(N(CC(=O)Nc2ccc(S(=O)(=O)N3CCCC3)cc2)S(C)(=O)=O)cc1OC is listed with SRC1 TRFRET art: 2032; SRC3 TRFRET art: 1555
# CC(=O)c1c(C)nc2ccc(Br)cc2c1-c1ccccc1 is listed with SRC1 TRFRET art: 1650; SRC3 TRFRET art: 1812

# Not a retest: entries from further up.
smiles,SRC1 TRFRET art,SRC3 TRFRET art
COc1ccc(-c2noc(CNC(=O)Nc3ccc(F)cc3)n2)cc1,1796,1597
O=C(CNc1cccc(C(F)(F)F)c1)N/N=C/C1CCCCC1,1886,1555
CC(=O)NC(Nc1c(C)n(C)n(-c2ccccc2)c1=O)C(Cl)(Cl)Cl (stereo unspecified),1801,1720

# Further entries:
smiles,SRC1 TRFRET art,SRC3 TRFRET art
CNc1nc(N)nc(-c2cc(Cl)ccc2OC)n1,1463,1529
Cc1ccnc(NS(=O)(=O)c2ccc(C(C)(C)C)cc2)c1,1890,1574
Cc1cc(C)c(NC(=O)Nc2ccccc2)c(Cl)c1,1567,1485
CCN(Cc1ccncc1)Cc1c(O)ccc2cc(Br)ccc12,1846,1616
Cc1ccccc1NC(=O)c1ocnc1C,1633,1714
CC(C)(O)C#Cc1ccc(CN2CCN(Cc3ccsc3)C(CCO)C2)s1 (stereo unspecified),1630,1852
C=CCn1c(SCC(=O)c2[nH]c(C)c(C(=O)OC)c2C)nc2scc(-c3ccc(OC)c(OC)c3)c2c1=O,1407,1596
CCOC(=O)N1CCN(S(=O)(=O)c2cc([N+](=O)[O-])c(C)cc2C)CC1,1707,1724
CCOc1ccc(C(c2c(NC(=O)c3ccccc3)sc(C)c2C)N2CCN(CCO)CC2)cc1 (stereo unspecified),1919,1509
CCN(CC)C1=CC2=CC(=C(C#N)C#N)CCC2CC1 (stereo unspecified),2116,1655
COc1ccc(CCC(C)Nc2ccc(F)c(F)c2)cc1 (stereo unspecified),1742,1504
O=[N+]([O-])c1ccc(/C=C/c2ccc3cccc([N+](=O)[O-])c3n2)cc1,1863,1714
Cc1cccn2cc(COc3cccc([N+](=O)[O-])c3)nc12,1989,1461
Cc1ccc(CNC(=O)C2(c3cccs3)CCOCC2)cc1,2024,1571
Cc1ccc(C2(CCN)CCOC(C(C)C)C2)cc1 (stereo unspecified),1785,1422
CCN(CC)c1ccc(O)c(C=Nc2ccc(C)c(C)c2)c1,1611,1551
COc1ccc(S(=O)(=O)Nc2ccc3cn[nH]c3c2)cc1C,1908,1554
CCc1ccc(C(=O)C(C)OC(=O)C2COc3ccccc3O2)cc1 (stereo unspecified),1655,1719
O=C1N(c2ccccc2)C(c2ccc(Cl)cc2)N2CCCN12 (stereo unspecified),2124,1731
O=C(/C=C/c1ccccc1)NCCCNC(=O)/C=C/c1ccccc1,1488,1648

# (further entries)
smiles,SRC1 TRFRET art,SRC3 TRFRET art
Cc1ccc(C(=O)CC(C(=O)O)n2cnc([N+](=O)[O-])n2)cc1 (stereo unspecified),1515,1426
O=C(COC(=O)c1cc(S(=O)(=O)N2CCOCC2)ccc1F)c1ccc[nH]1,1772,1668
CN(C(=O)c1cc2ccccc2oc1=O)C1(C)CCS(=O)(=O)C1 (stereo unspecified),1522,1522
Cc1nc(N2CCCCC2)nc(N2CCCCC2)c1C=O,1952,1457
COc1ccc(Nc2nc(N)nc(CSC(=S)N3CCN(C)CC3)n2)cc1,1897,1884
O=[N+]([O-])c1cc(Cl)cc(/C=N/Nc2nc3ccccc3s2)c1O,1758,1494
NC(=O)CC[C@@H]1NC(=O)[C@H](CO)NC(=O)c2cc([N+](=O)[O-])cc(I)c2NCCC[C@@H](C(N)=O)NC(=O)[C@H](Cc2ccc(O)cc2)NC1=O,1501,1726
Cc1cccc(C)c1NC(=O)CCCCCNS(=O)(=O)c1ccccc1,1635,1511
C=CCn1c(SCC(=O)N(C)C)nc2cc(C(=O)O)ccc2c1=O,1682,1609
O=S1(=O)CCC(N=Cc2ccc(-c3ccc(Cl)cc3)o2)C1 (stereo unspecified),1564,1324
COCCn1c(N)c(N(Cc2ccccc2)C(=O)c2oc3ccccc3c2C)c(=O)[nH]c1=O,1955,1606
Cc1c(Cl)c([N+](=O)[O-])nn1CCCC(=O)Nc1ccc(Cl)cc1Cl,1843,1557
CSCCCNC(=O)c1ccc(OC2CCN(CCc3ccccc3)CC2)cc1,1715,1675
Nc1cccn2c(-c3ccc(Cl)cc3)cnc12,2005,1702
Cc1ccc(NC2(c3nnnn3-c3c(C)cccc3C)CCCCC2)cc1,1864,1689
COc1cc(-c2nnco2)cc(OC)c1OC,2268,1737
CCOC(=O)CCNC(=O)c1ccccc1Br,2044,1484
O=C(COC(=O)CCC(=O)c1ccc(F)cc1)Nc1ccc(F)cc1F,1733,1394
O=C(NC(c1ccccc1)c1ccccc1)C1(c2cccs2)CCOCC1,1747,1696
C=CCOCCN(C)C1=NS(=O)(=O)c2ccccc21,1712,1594

# Some of the compounds tested. The share of hits here may be higher or lower than overall.
